# HTR5A inv ctr – HTR5A inverse agonists in luminescence cell assay, primary screen, counter-screen for OPRM1-OPRD1 heterodimer inverse agonist project, full-deck HTS | HTR5A cell line, inverse agonism | inhibition, % at 9.3 µM | hit rate 0.083% among 340,000 | AID 504634, 2011; in the data active means inhibition mostly above about 23%, no sharp cut-off; inactive means mostly below about 18%;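 further: 0% = cells with DMSO and 100% = no-cell wells with DMSO; some compounds called inactive have numbers as strong as hits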
# Target sequence (P47898 whole entry, looked up): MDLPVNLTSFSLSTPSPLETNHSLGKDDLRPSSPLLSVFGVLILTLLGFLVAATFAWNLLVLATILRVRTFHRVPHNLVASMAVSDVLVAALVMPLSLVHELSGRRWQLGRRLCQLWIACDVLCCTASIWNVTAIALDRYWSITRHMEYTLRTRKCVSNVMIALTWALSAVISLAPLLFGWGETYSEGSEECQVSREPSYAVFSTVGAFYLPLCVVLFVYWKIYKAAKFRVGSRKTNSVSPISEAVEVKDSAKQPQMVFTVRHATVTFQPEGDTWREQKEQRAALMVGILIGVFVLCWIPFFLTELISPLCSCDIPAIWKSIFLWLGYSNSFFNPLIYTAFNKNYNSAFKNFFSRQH
# Mot1-301 SUMO – yeast Mot1-301 growth rescue at high temperature, primary screen, SUMOylation pathway inhibitor project, S. cerevisiae, ATP luminescence, 38.5C; growth rescue, % at 18.8 µM; AID 2716, 2010; hit rate 1% among 320,000; S. cerevisiae Mot1-301 growth rescue; percent above DMSO median, 100 means doubled;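 active means every valid replicate shows activation above 250% relative to neutral control wells; inactive means the rest, any valid replicate at or below 250%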;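 further: OY570 slx delta 5 strain wells were the positive control but not used for scaling; some compounds called inactive have numbers as strong as hits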
# phage Ecoli inh – growth loss of phage-infected E. coli, primary screen, RecBCD inhibitor project, absorbance, with phage, HTS; inhibition, % at 11.9 µM; hit rate 0.26% among 360,000; in the data active means inhibition above about 11%
# Tat transport – E. coli Tat export inhibitors, primary screen, MC4100, TorA-mCherry reporter, fluorescence, single point; hit rate 0.036% among 340,000; inhibition, % at 10 µM; AID 488895, 2010;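 active means mean replicate inhibition at least 50% and at least half of replicates individually reaching 50%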;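 further: exported cargo escapes ClpAP degradation while cytoplasmic cargo is degraded and loses fluorescence; 0% = median of neutral control wells and 100% = median of NaSCN control wells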
# Ecoli viability – E. coli V3065 growth inhibition, primary screen, counter-screen for AddAB inhibitor project, absorbance, OD600. 18 h. inhibition, % at 11.9 µM. hit rate 0.27% among 330,000;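 active means inhibition above the campaign's mean inhibition across all tested compounds plus 3 SD, cut at about 9.9% in these data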;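 further: uninfected addAB+ strain grown without phage in ampicillin broth; 0% = DMSO wells and 100% = ciprofloxacin 0.95 µg/ml wells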
# MOR-DOR inv ag – inverse agonists of MOR-DOR heterodimerization, primary screen, cell-based, luminescence | AID 504357, 2011 | hit rate 0.21% among 340,000 | Mu-type opioid receptor (Homo sapiens) + Delta-type opioid receptor (Homo sapiens), … | cell-based MOR-DOR heterodimer luminescence, inverse agonism | inhibition, % at 9.3 µM; in the data active means inhibition above about 22%, passing the limit was not always enough;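 further: 0% = cells with DMSO and 100% = wells without cells with DMSO; values of inactives mirror those of a sister screen read the other way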
# PKA-R1A activ – activators of PKA-R1A holoenzyme, primary screen, biochemical, fluorescence polarization, Cy5-IP20, bovine R1A, mouse PKAc. PKA-R1A dissociation; scaled: DMSO 0%, 113 µM cGMP 100%. cAMP-dependent protein kinase type I-alpha regulatory subunit (Bos taurus) + …. hit rate 0.083% among 340,000. activation, % at 11.4 µM. AID 504707, 2011;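 active means percent activation above the mean of all tested compounds plus 3 SD, cut at about 19% in these data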;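 further: higher means more PKAc released from R1A so a rise in polarization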
# PKA-R2B activ – activators of PKA-R2B holoenzyme, primary screen, biochemical, fluorescence polarization, Cy5-IP20, human; cAMP-dependent protein kinase catalytic subunit beta (Homo sapiens) + cAMP-dependent …; hit rate 0.079% among 340,000; PKA-R2B holoenzyme dissociation; R2B truncated from residue 108, S112A mutant; 0% DMSO only, 100% 113 µM cGMP; activation, % at 11.4 µM;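 active means activation above a cutoff set at the mean over all compounds plus 3 SD, cut at about 18% in these data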;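 further: higher means more holoenzyme dissociation and a rise in polarization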
# Target sequence (P31323 whole entry, looked up, other chains not shown, the tested form may be a part): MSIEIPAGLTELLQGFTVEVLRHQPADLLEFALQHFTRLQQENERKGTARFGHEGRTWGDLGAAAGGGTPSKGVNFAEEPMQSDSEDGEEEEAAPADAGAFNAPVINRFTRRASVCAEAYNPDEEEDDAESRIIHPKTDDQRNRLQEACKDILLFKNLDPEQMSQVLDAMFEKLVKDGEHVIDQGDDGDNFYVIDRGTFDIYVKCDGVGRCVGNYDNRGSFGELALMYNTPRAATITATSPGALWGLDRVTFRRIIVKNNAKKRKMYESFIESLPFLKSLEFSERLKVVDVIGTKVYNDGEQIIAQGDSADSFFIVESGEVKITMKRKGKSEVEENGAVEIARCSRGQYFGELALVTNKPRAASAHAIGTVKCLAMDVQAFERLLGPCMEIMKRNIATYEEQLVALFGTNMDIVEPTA
# MOR-DOR ag – agonists of OPRM1-OPRD1 heterodimerization, primary screen, cell-based, luminescence | cells | activation, % at 9.3 µM | hit rate 0.3% among 340,000; in the data active means activation above about 18%;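 further: 0% = vehicle-treated cells and 100% = reference agonist; values of inactives mirror those of a sister screen read the other way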
# PfHsp90 yeast 2 – growth inhibition of PfHsp90-expressing yeast, primary screen, antimalarial PfHsp90 inhibitor project, S. cerevisiae, BacTiter-Glo luminescence, single point, set 2 | AID 504621, 2011 | inhibition, % at 9.4 µM | BacTiter-Glo ATP, 48 h; yeast lacking PDR1 and PDR3 efflux regulators | hit rate 0.32% among 310,000;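 active means every replicate shows inhibition above about 80%, whatever the replicate mean, limit read from the data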;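 further: 0% = DMSO neutral controls and 100% = 20 µM radicicol positive controls; yeast relying on Plasmodium falciparum Hsp90 in place of its own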
# AddAB inh – growth inhibition of E. coli expressing H. pylori AddAB, primary screen, AddAB inhibitor project, absorbance | hit rate 0.29% among 330,000 | inhibition, % at 11.9 µM; in the data active means inhibition above about 12%;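 further: 0% = vehicle wells of infected cells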
# Starred values were filed as active, the others as inactive; i = inactive; nt = no result given.
# Order of values – HTR5A inv ctr	Mot1-301 SUMO	phage Ecoli inh	Tat transport	Ecoli viability	MOR-DOR inv ag	PKA-R1A activ	PKA-R2B activ	MOR-DOR ag	PfHsp90 yeast 2	AddAB inh
CC(C)C(OC(=O)c1nsc(Cl)c1Cl)C(=O)NC(C)(C)C (stereo not given)
→ -15	7	3.4	1	-0.8	-68	-2	1	14	10	-3.1
CCCN1CN(c2ccccc2)C(=S)N(c2ccccc2)C1
→ -10	17	1.1	-14	1.2	19	-2	-11	-3.8	-9	5.0
c1ccc(-c2nnnc3ccccc23)cc1
→ 20	2	4.5	4	1.5	13	4	-6	-2.4	-19	-0.5
CSc1nc2ccc(NC(=O)c3ccccn3)cc2s1
→ -14	96	3.6	-11	-0.2	-5	15	2	0.9	18	3.7
Cc1ccc(C2=[N+]([O-])C3(CCCCC3=O)N(O)C2(C)C)cc1 (stereo not given)
→ -10	i	0.7	7	-0.8	3	1	-1	-0.6	nt	1.7
Cc1noc(C)c1C(=O)N1CCN(c2cccc(Cl)c2)CC1
→ 0	1	2.1	-3	-2.1	15	-1	0	-2.6	-14	0.9
O=C(CCN=C1NS(=O)(=O)c2ccccc21)OCc1c(F)c(F)c(F)c(F)c1F
→ 1	nt	2.9	0	nt	2	-5	-12	-0.4	-10	nt
Cc1cccn2c(CNCC3(c4ccccc4)CCCC3)c(C(=O)N3CCOCC3)nc12
→ -15	-17	3.1	1	1.5	-6	1	-8	1.2	1	3.4
O=C(NCc1ccccc1CN1CCCC1)c1cccc(S(=O)(=O)Nc2ccc(F)cc2)c1
→ -19	-1	1.1	1	2.3	14	-9	-2	-3.6	9	-1.6
CSc1nc2nc(C)cc(-c3ccccc3)n2n1
→ -6	-1	0.3	3	-0.3	1	-1	-13	-0.2	-13	0.2
O=[N+]([O-])c1ccc2nc(-c3ccc(Cl)cc3)[nH]c2c1
→ -48	25	11*	-1	2.8	-67	-7	-16	11	28	9.6
N#CCSc1nnc(C2CCCCC2)n1-c1ccccc1
→ -6	-2	0.8	0	-0.8	1	0	-4	-0.2	nt	0.7
O=C(O)COc1ccccc1/C=N/NC(=O)COc1ccc(-c2ccccc2)cc1
→ -6	29	0.8	1	0.9	16	3	-5	-3.0	22	3.9
COc1ccc(OC)c(CN2CCC(CO)(CCOc3ccccc3)CC2)c1
→ -2	13	1.9	5	1.3	4	0	-10	-0.8	-6	0.8
Cc1cccc(N2CC(C(=O)Nc3nnc(SCCC4OCCO4)s3)CC2=O)c1 (stereo not given)
→ -3	97	1.6	-16	-2.4	8	-5	-9	-1.4	-10	0.6
Cc1cc(C)cc(C(=O)NC(CC(N)=O)c2ccc(NCCN3CCOCC3)c([N+](=O)[O-])c2)c1 (stereo not given)
→ 20	644*	2.5	0	-0.5	3	-17	-3	-0.5	-10	2.9
CCn1c(CNc2ccc(Cl)cc2)nnc1SCC(=O)NCc1ccccc1
→ -1	-16	2.6	-6	0.2	9	-4	3	-1.5	25	0.8
Cc1ccc(NC(=O)NC(=O)CN2C(=O)NC3(CCCCCCC3)C2=O)c(C)c1
→ -11	-15	3.1	-3	0.6	-31	-12	-1	5.1	-14	3.9
O=C(O)C1Oc2cc3ccccc3cc2O1
→ -12	-3	1.3	1	1.6	12	6	5	-2.7	-6	0.2
O=[N+]([O-])c1ccc(S(=O)(=O)N2CCN(C3CCN(Cc4ccccc4)CC3)CC2)cc1
→ 6	379*	-2.7	-8	1.4	-16	15	2	3.1	14	0.6
OC1C=CSc2nc3ccccc3n21 (stereo not given)
→ -20	-3	0.6	-4	1.2	10	0	3	-2.2	-39	0.6
Cc1cccc(NC(=O)C(=O)C2C(=O)Nc3ccccc32)c1 (stereo not given)
→ -17	-23	0.5	-1	1.3	8	17	6	-1.4	-10	0.2
COc1ccc(C)cc1NS(=O)(=O)c1ccc(-c2cnc(C3CC3)o2)cc1
→ -31	nt	-2.4	-2	0.3	7	-9	-1	-1.4	-33	3.4
COc1ccc(N=Nc2ccc(CO)cc2)cc1
→ -17	3	4.0	3	1.5	2	-11	-8	-0.3	-5	7.2
Cn1c(C(=O)N2CCc3ccccc3C2)cc2c(=O)n3ccccc3nc21
→ -9	70	2.1	-2	0.2	11	4	-12	-2.1	3	0.3
CCN1/C(=C\C(C)=O)Sc2ccc(OC)cc21
→ 1	-8	nt	4	3.7	2	1	-3	-0.3	-27	0.8
CCNc1nc(NOC)nc(OCC#N)n1
→ -6	-5	2.8	4	-4.2	-5	-10	-1	0.7	-14	0.2
O=C(O)CN1C(=O)c2cccc(Oc3ccc(Cl)cc3)c2C1=O
→ 4	3	2.7	-13	-0.3	9	-11	-6	-1.6	nt	4.3
CC(OC(=O)c1nc(Cl)ccc1Cl)C(=O)Nc1ccccc1F (stereo not given)
→ -4	-1	3.4	1	1.5	12	2	-2	-1.9	5	-0.7
CC1(C(=O)N(CC(=O)NC2CCCC2)C2CCCC2)CC(=O)N=C2C=CC=CN21 (stereo not given)
→ 12	-2	2.0	6	0.2	16	3	-7	-2.9	nt	3.6
S=C(Nc1ccc(Cl)cc1)NC1CC2CCCC(C1)N2C1CC1 (stereo not given)
→ -5	4	4.3	0	-0.4	-31	-3	3	5.2	nt	1.6
CCCCn1c(N)c(N(CCC(C)C)C(=O)c2ccc([N+](=O)[O-])o2)c(=O)[nH]c1=O
→ -1	178	3.0	-1	1.1	-5	-3	6	0.9	4	5.9
Cc1ccc(C(c2nnnn2Cc2cccs2)N2CCN(Cc3ccc4c(c3)OCO4)CC2)cc1 (stereo not given)
→ 25	8	1.9	-7	-0.6	-9	-2	-1	1.6	-17	0.3
CCCc1nnc(SCC(=O)N2CCOCC2)n1CCCOC
→ -30	-4	1.6	-1	1.4	14	2	-9	-2.3	-10	2.4
O=C(CSc1nnc(NC(=O)C2CC2)s1)Nc1ccc2c(c1)OCCO2
→ -18	11	2.1	-2	2.5	11	0	13	-2.3	nt	1.9
CCOC(=O)CSc1nnc(NC(=O)CCc2ccccc2)s1
→ -6	-24	1.3	-2	-0.9	1	1	-3	-0.3	19	4.9
COc1cccc(OCc2cc(C(=O)N3CCN(C(=O)c4ccco4)CC3)no2)c1
→ -13	0	3.8	3	-1.1	7	-4	3	-1.3	-11	2.6
COc1cccc2[nH]c3c(N4CCC(C(N)=O)CC4)ncnc3c12
→ -1	1	3.0	-5	2.5	2	-18	-2	-0.3	nt	0.1
O=C(Nc1nnc(C2CCCCC2)s1)C1CC(=O)N(c2ccccc2)C1 (stereo not given)
→ 9	110	1.1	2	-1.6	-18	0	-13	2.2	5	2.8
CC(=NNc1nc2ccccc2s1)c1ccncn1
→ 27	nt	27*	1	nt	23	5	4	-4.8	-19	nt
COc1ccc(NC(=O)/C=C/c2ccccc2)cn1
→ 17	4	2.1	-1	1.8	10	-8	-13	-2.0	17	-1.6
C=CCN1C(=O)c2cccc3c(Br)ccc(c23)C1=O
→ -22	-16	2.5	-7	2.0	5	11	1	-0.9	17	2.3
COc1ccc(NC(C)C(=O)Nc2cccc(S(=O)(=O)N3CCOCC3)c2)cc1OC (stereo not given)
→ -10	-9	3.1	-4	1.0	-4	0	-16	1.0	2	1.5
CNc1nnc(-c2ccc(N(C)C)cc2)s1
→ -2	101	3.3	28	3.9	16	0	-4	-3.4	18	3.7
COc1cc(-c2nc3ccc(C)cn3c2NCc2ccccc2)ccc1-c1cccc(Cl)c1
→ -18	-13	4.5	-4	-0.3	-12	-11	-4	2.2	-4	2.7
CN1/C(=C\C(=O)COC(=O)c2ccc(O)cc2)C(C)(C)c2ccccc21
→ -4	5	1.4	-1	-0.8	-12	-1	-5	2.2	-10	0.3
Cc1ccc(S(=O)(=O)N2CCN(S(=O)(=O)N3CCC(C)CC3)CC2)c(C)c1
→ -12	-1	-1.2	9	0.0	2	2	3	-0.5	7	4.0
COc1cc(C2CC(=O)Nc3c2c(=O)nc2c(C)cccn32)cc(OC)c1OC (stereo not given)
→ -29	nt	3.3	-8	-0.1	15	0	-3	-3.3	6	1.7
O=C(CCS(=O)(=O)c1ccc2c(c1)NC(=O)CS2)NCc1ccccc1Cl
→ 10	-6	nt	-5	-1.3	13	1	10	-2.5	27	2.4
Cc1ccc2cc(C#N)c(SCC(=O)N3CCCC3)nc2c1
→ -21	4	0.9	6	-2.4	10	1	-9	-1.9	19	2.2
Cc1ccc(C(=O)N/C(=C\c2ccco2)C(=O)N2CCCCC2)cc1
→ -12	71	1.0	0	0.1	10	-4	0	-1.9	-17	3.8
COc1ccc(C2SCC(=O)N2c2ccc(OC)cc2)cc1 (stereo not given)
→ -10	310	-1.4	-9	-0.2	18	-5	-7	-4.1	-1	1.4
O=C(/C=C/c1cccnc1)c1ccc(NC(=O)c2cccc(Br)c2)cc1
→ 16	-21	0.2	-2	-2.2	-1	3	-4	0.1	2	0.6
NC(=O)C1CCN(C(=O)c2ccccc2CCc2ccccc2)CC1
→ -30	-17	2.0	-1	nt	9	-4	-7	-1.8	-18	nt
CCOC(CNC(=O)C1CCN(S(=O)(=O)c2ccc3nc4c(c(C(=O)O)c3c2)CCCCC4)CC1)OCC
→ -8	-2	1.7	-9	-0.3	12	-2	-9	-2.4	-7	1.3
Cc1cccc(C(=O)NCCC(=O)Nc2nc(C)c(Cc3ccc4c(c3)OCO4)s2)c1
→ -5	-24	3.5	0	-1.5	12	-1	-3	-2.5	2	0.7
O=C(CSc1ccsc1[N+](=O)[O-])NCc1ccccc1
→ 8	5	4.0	0	0.3	6	7	-3	-1.3	-3	2.7
COC(=O)C1=C(C)N(C(C)C)C(=O)C1(NC(C)=O)C(F)(F)F (stereo not given)
→ -17	17	4.3	2	-0.6	6	-3	-6	-1.0	nt	1.6
CCOc1ccc(NC(=O)c2sccc2-n2cccc2)cc1
→ 2	396	4.4	8	-0.3	-25	-11	-3	3.6	-33	1.8
COC(=O)CSc1nc2c(c(-c3ccc(C)o3)c1C#N)CCCC2
→ -3	3	1.5	2	-2.6	-32	-18	-1	5.9	nt	-0.5

# High-throughput results from PubChem.
